ARNT TACC3 PPI: ARNT/TACC3 interaction disruption. inhibition, % at 9.99 µM. AID 623870. hit rate 0.66% among 390,000. Q9Y6A5. AlphaScreen His-ARNT PAS-B/GST-TACC3 binding, luminescence; TACC3 fragment carries E629A point mutation;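 active means mean inhibition of replicates at least 50% and at least half of replicates each reaching 50%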;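 further: 0% = complete ARNT plus TACC3 wells and 100% = ARNT alone without TACC3; many hits fall short of the cut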
miR122 inh: inhibitors of miR-122 in Huh7 cells; Huh7 miR-122 Renilla luciferase sensor, 48 h; neutral wells = 0, positive control = 100; activation (reporter increase), % at 12.5 µM; hit rate 0.3% among 340,000; AID 602342;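 active means mean replicate activation score at least 90 and every replicate individually at or above 90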;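 further: higher luciferase means less miR-122 activity so hits act as miR-122 inhibitors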
Cneo AK release: Cryptococcus neoformans lysis via adenylate kinase release. hit rate 0.2% among 360,000. C. neoformans lysis, adenylate kinase release luminescence, 4 h; normalised: neutral wells 0, clomiphene wells 100. lysis activity, % at 15 µM. AID 651654;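 active means mean lysis activity across replicates of at least 80%, whatever share of replicates individually reach that level; inactive means mean lysis activity below 80%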
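read-out = cell lysis signal | test system = log-phase Cryptococcus neoformans yeast cells | input = cells at 5 × 10^6 per mL | medium = fresh YPD growth medium | signal = luminescent adenylate kinase detection reagent | timing = 4 h at 37 °C static, read 1 h later | dosing = single dose | controls = Clomiphene as positive lysis control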
SIRT5 inh: blocks human SIRT5 desuccinylation of peptide; hit rate 1.1% among 330,000; Q9NXA8; Purified SirT5, succinyl-peptide AMC, trypsin-coupled fluorescence; inhibition, % at 15 µM; in the data active means inhibition above about 15%
Target sequence (Q9NXA8 whole entry, looked up): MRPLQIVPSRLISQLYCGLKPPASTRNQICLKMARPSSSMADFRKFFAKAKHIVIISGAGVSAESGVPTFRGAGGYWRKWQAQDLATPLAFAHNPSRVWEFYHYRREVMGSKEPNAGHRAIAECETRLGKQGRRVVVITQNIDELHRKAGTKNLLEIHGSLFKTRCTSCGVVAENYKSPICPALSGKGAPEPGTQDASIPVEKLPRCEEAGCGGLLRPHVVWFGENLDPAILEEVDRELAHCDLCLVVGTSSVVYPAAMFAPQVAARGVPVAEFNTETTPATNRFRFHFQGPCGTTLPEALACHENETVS
esBAF inh: blocks esBAF chromatin remodeling in mouse ES cells; hit rate 2% among 350,000; reporter increase, % at 12.5 µM; Bmi1-luciferase knock-in reporter, 24 h; 100% = twice the neutral-well signal; in the data active means activation above about 40%;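 further: 0% = median of the plate's neutral control wells and 100% = double that signal; a rise in the Bmi1 reporter signal indicates esBAF inhibition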
C2C12 statin: suppressors of simvastatin-induced myotoxicity in C2C12 myotubes; ATP luminescence, 48 h; scaled: DMSO 0, geranylgeraniol control 100; rescue of ATP level, % at 7.49 µM; hit rate 0.78% among 330,000; AID 602340;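 active means mean ATP rescue above about 67%, or every replicate alone reaching that limit, limit read from the data, passing the limit was not always enough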;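 further: myotubes were challenged with 10 µM simvastatin during compound exposure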
ERp5 inh: inhibitors of human ERp5; Q15084; ERp5 insulin aggregation, absorbance 650 nm, 90 min; inhibition, % at 9.99 µM; hit rate 0.05% among 350,000; AID 651711;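 active means mean replicate inhibition above about 25%, with every replicate also reaching it, limit read from the data, passing the limit was not always enough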
Target sequence (Q15084 whole entry, looked up): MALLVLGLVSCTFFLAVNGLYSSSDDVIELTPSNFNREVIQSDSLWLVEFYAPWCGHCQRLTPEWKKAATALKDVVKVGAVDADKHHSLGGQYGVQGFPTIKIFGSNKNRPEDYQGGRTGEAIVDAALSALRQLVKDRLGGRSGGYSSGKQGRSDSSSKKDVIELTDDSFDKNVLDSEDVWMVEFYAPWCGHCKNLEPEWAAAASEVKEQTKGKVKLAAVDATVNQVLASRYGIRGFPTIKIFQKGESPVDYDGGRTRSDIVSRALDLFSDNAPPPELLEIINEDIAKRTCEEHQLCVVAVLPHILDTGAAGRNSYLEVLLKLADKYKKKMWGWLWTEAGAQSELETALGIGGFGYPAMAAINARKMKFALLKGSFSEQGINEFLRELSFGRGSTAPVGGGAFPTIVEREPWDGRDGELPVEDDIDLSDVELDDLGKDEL
Numbers without * were called inactive; / = not tested or not shown; [ ] = another dose, or the depositor's remark.

Molecule	ARNT TACC3 PPI	miR122 inh	Cneo AK release	SIRT5 inh	esBAF inh	C2C12 statin	ERp5 inh
Cc1cc(-c2cc(C(=O)NC3CCCC3)on2)nc(NCC2CC2)n1	2	-3	0	-1	4	0	-4
CCOC(=O)N1CCN(c2nc(=S)n(-c3ccccc3)c(C)c2C(C)=O)CC1	6	5	3	/	7	/	/
Cc1ccc2c(C)c(C(=O)N(C)C(C)c3ccncn3)oc2c1C (stereo unspecified)	-5	-2	-2	-1	51*	-2	-3
NS(=O)(=O)c1ccc(NC(=S)Nc2cc(Cl)c(Cl)cc2Cl)cc1	-5	/	/	12	/	/	0
O=S(=O)(NC1CCCCC1)c1ccc(N2CCOCC2)nc1	-9	14	-2	1	0	27	4
Cn1nc(C(=O)NC2CCCCC2)c2c1-c1ccccc1SC2	0	0	2	9	35	-47	1
COc1ccc(C(C)NC(=O)C2CCCC2)cc1OC (stereo unspecified)	-4	-6	2	-6	0	-2	-1
Cc1ccc(N2CCN(C(=O)NC3CCCCC3)CC2)c(C)c1	1	2	-1	1	4	-8	2
CC1CCN(S(=O)(=O)c2cn(CC(=O)N3CC(C)CC(C)C3)c(=O)c3ccccc23)CC1 (stereo unspecified)	28	-3	0	/	/	/	/
O=C1CC(C(=O)O)C2(CCCC2)O1 (stereo unspecified)	-6	-1	-2	/	-4	-3	/
CCc1cc(C(=O)N2CCCC(C(=O)c3ccc(C(F)(F)F)cc3)C2)n(C)n1 (stereo unspecified)	-124	5	2	-2	-3	-7	0
O=C(C[C@@H]1C[C@@H]2c3cc(NC(=O)Cc4ccncc4)ccc3O[C@@H]2[C@H](CO)O1)NCCN1CCCCC1	-5	5[16.7 µM]	12	2	-4	8	-3
CC(C)C#Cc1cnc2c(c1)C(=O)N([C@@H](C)CO)C[C@H](C)[C@@H](CN(C)Cc1cncnc1)O2	-3	0[16.7 µM]	-3	-6	-5	-4	8
COc1ccc(NC(=S)Nc2cccc(Cl)c2Cl)cc1OC	/	-2	/	1	/	/	-11
CCCOc1ccc(C(=O)N2CCN(c3ccc(NC(=O)CC)cc3Cl)CC2)cc1	2	7	0	1	6	16	4
C=C1SC(Nc2c(C)cc(C)cc2C)=NC12CCCCC2	16	3	6	0	/	/	2
C/C(=N\NC(=O)c1cc(-c2ccccn2)nc2ccccc12)c1cccc([N+](=O)[O-])c1	2	0	2	-3	3	0	0
CC(=O)NCCNC(=O)C1(C)Cc2c(-c3ccc(NC(C)=O)cc3)ccnc2O1 (stereo unspecified)	/	-9	-1	-2	-3	-8	-6
COCc1cc(C)nc2sc(C(=O)Nc3ccc(OC)cc3)c(N)c12	-5	-5	-2	2	33	-30	4
COC(=O)c1ccc(NCc2c(O)ccc(O)c2Br)cc1Cl	7	31	/	-1	6	1	1
O=C(CSc1nc(NS(=O)(=O)c2ccccc2)cc(=O)[nH]1)Nc1ccccc1C(F)(F)F	/	/	-1	2	3	5	-1
Cc1ccc(OCCCC(=O)NCc2ccco2)cc1	-7	2	2	/	-2	18	/
CCOc1ccccc1-c1nc(-c2ccncc2)no1	-8	0	0	/	35	2	/
CCOC(=O)CN1C(=O)N[C@@H](CCc2ccccc2)C(C(=O)OC)=C1C	1	/	0	-1	0	3	4
O=S(=O)(c1ccccc1)C1CON(Cc2ccccc2)C1c1ccccc1 (stereo unspecified)	-13	/	/	2	/	/	-7

Next part
structure,ARNT TACC3 PPI,miR122 inh,Cneo AK release,SIRT5 inh,esBAF inh,C2C12 statin,ERp5 inh
Cc1cc(=O)oc(C)c1C(=O)NCc1cccnc1,6,-15,1,-2,0,33,7
CN(C)/C(=C\C(=O)c1ccccc1)C(=O)c1ccccc1,-2,-3,/,/,/,/,-1
C[C@@H]1CN([C@H](C)CO)C(=O)c2cc(N(C)C)ccc2O[C@@H](C)CCCCO[C@@H]1CN(C)S(C)(=O)=O,7,3[16.7 µM],7,-2,-2,-24,3
NC(=O)c1nsc(C(=O)N(c2ccccc2)C(C(=O)NC2CCCC2)c2cccs2)c1N (stereo unspecified),-1,-3,5,0,-7,-29,0
O=C(NCC[C@@H]1CC[C@H](NS(=O)(=O)Cc2ccccc2)[C@H](CO)O1)C1CCCC1,-12,8[16.7 µM],0,1,2,11,10
CSc1cccc(-n2c(C)cc(C(N)=O)c2C)c1,-10,-7,0,/,10,2,/
C[C@H]1CN([C@@H](C)CO)C(=O)Cc2cc(NS(=O)(=O)c3cn(C)cn3)ccc2O[C@H]1CN(C)CC1CCCCC1,/,-3[16.7 µM],/,/,2,-13,/
Cc1cc(OCc2nn[nH]n2)c2c(C)c(Cc3ccccc3)c(=O)oc2c1,5,-9,3,/,1,13,/
C=C1CCN([C@@H](CC(C)C)C(=O)NCc2ccc(OC)cc2)S(=O)(=O)c2ccccc21,3,1,-2,/,7,-15,4
CC(=O)C(=[N+]=[N-])C(=O)NCc1ccccc1,4,0,2,/,-3,/,/
CC(=O)Nc1ccc(C(=O)N/C(=C/c2ccccc2)C(=O)N2CCCCC2)cc1,-8,-1,1,-2,-2,4,0
CO[C@@H](CN(C)C(=O)Nc1ccc(Cl)cc1)[C@@H](C)CN(Cc1ccccc1Cl)[C@H](C)CO,1,/,2,5,-3,-19,1
COc1cc(CC(=O)Nc2ccc(S(=O)(=O)N(C)C)cc2)cc(OC)c1OC,3,-2,0,-1,3,10,3
Cc1ccnc(SCC(=O)Nc2sccc2C#N)n1,-5,-4,1,-1,12,-2,3
Cc1ccnc(N2C(=O)c3ccccc3C2Nc2ccc3c(c2)OCCO3)c1 (stereo unspecified),15,/,-2,1,5,4,0
O=C(O)c1ncsc1-c1ccccc1,14,/,/,-4,/,/,1
COc1ccc(CC(=O)N2N=C(C)CC2(O)C(F)(F)F)cc1OC (stereo unspecified),-1,/,/,-2,/,/,0
Cc1nn(Cc2cccc(C(=O)NC3CCCCC3)c2)c(C)c1Cl,-4,13,6,/,30,10,/
Cc1ccc(N(C(=O)CNC(=O)c2cccs2)C(C(=O)NC2CCCC2)c2ccncc2)cc1 (stereo unspecified),-1,/,4,-2,5,22,1
CCOC(=O)CSc1nc(C)c2cccc(C)c2n1,-1,/,/,-3,1,-5,1
CSc1nnc(-c2cc(C)on2)n1-c1ccccc1,-1,-4,1,/,/,/,/
O=C(COc1ccccc1)N1c2ccccc2Sc2ccccc21,-10,-5,2,-2,/,/,7
CCN(C(=O)c1c([N+](=O)[O-])cnn1C)c1ccccc1,/,-6,4,-1,-9,-1,-6
CCN(CC)S(=O)(=O)c1ccc(C)c(C)c1,-4,-6,-1,/,-4,9,/
C[C@H]1CN([C@@H](C)CO)C(=O)c2cccc(NC(=O)C3CCOCC3)c2O[C@H]1CN(C)C(=O)Nc1ccc(C(F)(F)F)cc1,-20,-5[16.7 µM],-1,-3,-3,5,3
O=C(CO/N=C/c1ccc(OC(F)F)cc1)NCc1cccs1,2,0,2,/,1,-9,/
CC(=O)N1CCN(Cc2nc3cc(NC(=O)c4ccccc4C)ccc3n2C)CC1,-5,-3,-1,/,1,2,/
COc1ccc2[nH]cc(CCNS(=O)(=O)c3ccccc3)c2c1,4,15,0,1,1,9,3
CCCc1nc2ccccc2n1CCOC,-2,-1,-5,/,18,-7,/
COc1ccc(CN(CC2CCCO2)C(=O)c2cc3ccccc3oc2=O)cc1 (stereo unspecified),-1,/,/,-3,/,/,-4
C[C@@H]1CN([C@@H](C)CO)C(=O)c2cc(NC(=O)Nc3ccc(C(F)(F)F)cc3)ccc2O[C@@H](C)CCCCO[C@H]1CN(C)Cc1ccc(C(F)(F)F)cc1,-7,0[16.7 µM],50,/,1,/,/
N#C[C@@H]1[C@@H](c2ccc(C3=CCCCC3)cc2)[C@H](CO)N1C(=O)CN1CCOCC1,-33,/,0,9,3,11,-1
S=C(Nc1ccc(Cl)cc1)NC1CC2CCCC(C1)N2C1CCCC1 (stereo unspecified),11,/,-1,/,1,23,/
C#CCOCCOCCOCCNc1nc(N2CCOCC2)nc(N2CCN(C(=O)CCCCCCCCCCNC(=O)[C@@H]([C@H](C)O)n3cc(C)nn3)CC2)n1,16,-4,1,/,-5,-5,-8
Cc1ccoc1C(=O)Nc1cccc2ccccc12,-6,23,-1,-2,42*,7,-3
Cc1noc(C)c1NC(=O)Nc1ccc2c(c1)C(=O)N([C@@H](C)CO)C[C@@H](C)[C@@H](CN(C)S(=O)(=O)c1ccccc1)OCCCC[C@@H](C)O2,2,8[16.7 µM],-2,2,2,/,-1
CNC[C@@H]1Oc2c(NC(=O)Nc3ccc(C(F)(F)F)cc3)cccc2C(=O)N([C@H](C)CO)C[C@H]1C,12,-6[16.7 µM],0,1,-5,12,-1
C[C@@H]1CN([C@H](C)CO)C(=O)c2cc(-c3ccc(C(=O)N(C)C)cc3)cnc2O[C@H]1CN(C)Cc1ccc(C(=O)O)cc1,-3,2[16.7 µM],-3,-4,-2,-15,-1
Fc1ccccc1CN1CCC(Cc2ccccc2)CC1,-9,4,2,0,3,-1,1
COc1ccc(CSC2=NCCN2)cc1Br,-8,-3,2,0,-9,10,-4
CN1CCN(S(=O)(=O)c2cccc([N+](=O)[O-])c2)CC1,-3,-19,5,-2,-2,4,-3
C[C@@H]1CCCCO[C@@H](CN(C)S(=O)(=O)c2cccs2)[C@@H](C)CN([C@H](C)CO)C(=O)c2cc(NC(=O)NC3CCCCC3)ccc2O1,14,17[16.7 µM],-1,/,10,/,/
Cc1ccccc1NC(=O)Nc1cnccn1,-2,3,-3,0,-3,-1,0

Ordered by molar mass (rising): some entries from above
structure,ARNT TACC3 PPI,miR122 inh,Cneo AK release,SIRT5 inh,esBAF inh,C2C12 statin,ERp5 inh
CCCc1nc2ccccc2n1CCOC,-2,-1,-5,/,18,-7,/
Fc1ccccc1CN1CCC(Cc2ccccc2)CC1,-9,4,2,0,3,-1,1
COc1ccc(CSC2=NCCN2)cc1Br,-8,-3,2,0,-9,10,-4
COc1ccc2[nH]cc(CCNS(=O)(=O)c3ccccc3)c2c1,4,15,0,1,1,9,3
O=C(CO/N=C/c1ccc(OC(F)F)cc1)NCc1cccs1,2,0,2,/,1,-9,/
S=C(Nc1ccc(Cl)cc1)NC1CC2CCCC(C1)N2C1CCCC1 (stereo unspecified),11,/,-1,/,1,23,/
CC(=O)N1CCN(Cc2nc3cc(NC(=O)c4ccccc4C)ccc3n2C)CC1,-5,-3,-1,/,1,2,/
C[C@@H]1CN([C@H](C)CO)C(=O)c2cc(-c3ccc(C(=O)N(C)C)cc3)cnc2O[C@H]1CN(C)Cc1ccc(C(=O)O)cc1,-3,2[16.7 µM],-3,-4,-2,-15,-1
C[C@@H]1CN([C@@H](C)CO)C(=O)c2cc(NC(=O)Nc3ccc(C(F)(F)F)cc3)ccc2O[C@@H](C)CCCCO[C@H]1CN(C)Cc1ccc(C(F)(F)F)cc1,-7,0[16.7 µM],50,/,1,/,/
C#CCOCCOCCOCCNc1nc(N2CCOCC2)nc(N2CCN(C(=O)CCCCCCCCCCNC(=O)[C@@H]([C@H](C)O)n3cc(C)nn3)CC2)n1,16,-4,1,/,-5,-5,-8

Record cards, as listed above. Order of values: ARNT TACC3 PPI	miR122 inh	Cneo AK release	SIRT5 inh	esBAF inh	C2C12 statin	ERp5 inh
CN1CCN(S(=O)(=O)c2cccc([N+](=O)[O-])c2)CC1 reads -3	-19	5	-2	-2	4	-3
Cc1noc(C)c1NC(=O)Nc1ccc2c(c1)C(=O)N([C@@H](C)CO)C[C@@H](C)[C@@H](CN(C)S(=O)(=O)c1ccccc1)OCCCC[C@@H](C)O2 reads 2	8[16.7 µM]	-2	2	2	/	-1
